Anthrax LF inh2 – anthrax lethal factor protease inhibition. AID 588501. inhibition, % at 10 µM. multiplex microsphere protease cleavage assay, LF. P15917. actives 0.12% (n = 360,000); in the data active = inhibition above about 30%; inconclusive = no clear call, values can overlap the other calls; also: plate controls were buffer without enzyme for full effect and enzyme alone for no effect
3CLpro inhibitor – SARS-CoV 3CLpro protease inhibition | P0C6X7 | recombinant SARS-CoV 3CLpro, quenched FRET peptide cleavage | inhibition, % at 6 µM | actives 0.14% (n = 290,000) | AID 1706; in the data active = inhibition above about 12%
Y pestis TopoI – inhibitors of Yersinia pestis topoisomerase I. actives 0.064% (n = 360,000). activity, % at 10 µM. Y. pestis Topo-I cleavage product accumulation, plate reader. AID 504884; in the data active = activity above about 50%, passing the limit was not always enough; inconclusive = no clear call, values can overlap the other calls; also: inactives centre near 2
Rv3671c protease – inhibits the M. tuberculosis serine protease Rv3671c | P9WHR9 | inhibition, % at 5.96 µM | actives 0.048% (n = 320,000) | AID 2606; in the data active = inhibition above about 38%;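 also: extracellular domain of Rv3671c used as enzyme; 0% = enzyme with DMSO and 100% = no enzyme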
PriA SSB inh – blocks PriA binding to SSB C-terminal tail; AID 1272365; AlphaScreen SSBct-PriA binding, biotinylated peptide; inhibition, % at 33 µM; actives 0.6% (n = 430,000); in the data active = inhibition mostly above about 37%, no sharp cut-off; inactive = mostly below about 20%;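 also: plate controls were negative control peptide for no effect and reference peptide for full effect; strong numbers were not always called active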
DUSP3 inh – inhibitors of human VHR1 phosphatase (DUSP3) | P51452 | actives 0.52% (n = 290,000) | inhibition, % at 13.3 µM | recombinant VHR phosphatase, pNPP absorbance; in the data active = inhibition above about 50%; also: some compounds called inactive have numbers as strong as hits
PfHsp40 yeast – rescue of PfHsp40-mediated yeast toxicity | S. cerevisiae expressing PfHsp40, growth rescue, ATP luminescence | growth rescue, % at 12.5 µM | actives 0.68% (n = 340,000); in the data active = growth rescue above about 28%, passing the limit was not always enough; inconclusive = no clear call, values can overlap the other calls;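 also: yeast W303a lacking pdr1 and pdr3 grown in galactose medium; growth measured after three days at 30 °C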
TcdB GH inh – blocks C. difficile toxin B glycohydrolase activity; P18177; actives 0.24% (n = 350,000); AID 652162; TcdB glycohydrolase enzymatic assay, plate reader; inhibition, % at 9.99 µM; in the data active = inhibition above about 10%
Vc quorum ag – quorum light induction in luxS cqsA deficient V. cholerae | actives 0.16% (n = 350,000) | activation, % at 18.7 µM | AID 588436 | V. cholerae BH1578 lux reporter, luminescence, 6 h; in the data active = activation mostly above about 9.7%, no sharp cut-off; inconclusive = no clear call, values can overlap the other calls; inactive = mostly below about 3.7%; also: not every result past the cut was called active; inactives centre near 0; reference of the scale not given here
MazEF act – activators of E. coli MazEF toxin-antitoxin RNase | P0AE70 | FAM/BHQ RNA-DNA oligo cleavage fluorescence, 5 h | activation, % at 20 µM | actives 0.32% (n = 350,000) | AID 504720; in the data active = activation above about 50%
* hit, by the source's call; i = inactive; ? = inconclusive; . = not tested or not shown; & = joins results of further samples. The list is partial; count on the stated rates, not on these rows.

A first look, 8 compounds:
SMILES | Anthrax LF inh2 | 3CLpro inhibitor | Y pestis TopoI | Rv3671c protease | PriA SSB inh | DUSP3 inh | PfHsp40 yeast | TcdB GH inh | Vc quorum ag | MazEF act
CCCCN(C(=O)c1ccccc1OCc1ccc(F)cc1)c1c(N)n(CCC)c(=O)[nH]c1=O | 0 | -1 | 7 | -8 | -8 | -2 | 0.3 | 4.2 | i | -4
COc1ccc(NC(=O)CN(C)C(=O)c2cn(-c3ccccc3)nc2-c2cccnc2)cc1 | -7 | . | -3 | -4 | 1 | . | 0.1 | 1.2 | i | 1
NC(=O)c1ccc(NC(=O)COC(=O)CC23CC4CC(CC(Br)(C4)C2)C3)cc1 | 1 | . | 1 | -4 | -2 | . | -0.1 | 0.9 | i | -10
COc1ccccc1-c1oc2ccccc2c1C#CCCCCO | -5 | . | 16 | -7 | -37 | . | 13 | 0.4 | -0.9 | -15
O=C(Nc1ccc(Cn2cccn2)cc1)c1ccc(COc2ccc(Br)cc2)cc1 | -2 | -6 | -11 | -3 | 3 | 35 | -0.3 | 1.5 | -0.2 | -18
Cc1cc(C)c2nc(-c3ccccn3)cc(C(=O)NCc3ccc(S(N)(=O)=O)cc3)c2c1 | 0 | 2 | 3 | -8 | -8 | 17 | -1.9 | 1.8 | 0.0 | -29
O=C(Nc1cccnc1)c1sc2cccc(F)c2c1Cl | 3 | -3 | 10 | -48 | 0 | 18 | 1.8 | 1.6 | -0.3 | 7
CCOC(=O)c1cc(-c2ccco2)nc2c1c(C)nn2CCC#N | -1 | 1 | 7 | 6 | 5 | -12 | -1.7 | . | i | 9

The list itself, from the first entry:
SMILES | Anthrax LF inh2 | 3CLpro inhibitor | Y pestis TopoI | Rv3671c protease | PriA SSB inh | DUSP3 inh | PfHsp40 yeast | TcdB GH inh | Vc quorum ag | MazEF act
CCCCN(C(=O)c1ccccc1OCc1ccc(F)cc1)c1c(N)n(CCC)c(=O)[nH]c1=O | 0 | -1 | 7 | -8 | -8 | -2 | 0.3 | 4.2 | i | -4
COc1ccc(NC(=O)CN(C)C(=O)c2cn(-c3ccccc3)nc2-c2cccnc2)cc1 | -7 | . | -3 | -4 | 1 | . | 0.1 | 1.2 | i | 1
NC(=O)c1ccc(NC(=O)COC(=O)CC23CC4CC(CC(Br)(C4)C2)C3)cc1 | 1 | . | 1 | -4 | -2 | . | -0.1 | 0.9 | i | -10
COc1ccccc1-c1oc2ccccc2c1C#CCCCCO | -5 | . | 16 | -7 | -37 | . | 13 | 0.4 | -0.9 | -15
O=C(Nc1ccc(Cn2cccn2)cc1)c1ccc(COc2ccc(Br)cc2)cc1 | -2 | -6 | -11 | -3 | 3 | 35 | -0.3 | 1.5 | -0.2 | -18
Cc1cc(C)c2nc(-c3ccccn3)cc(C(=O)NCc3ccc(S(N)(=O)=O)cc3)c2c1 | 0 | 2 | 3 | -8 | -8 | 17 | -1.9 | 1.8 | 0.0 | -29
O=C(Nc1cccnc1)c1sc2cccc(F)c2c1Cl | 3 | -3 | 10 | -48 | 0 | 18 | 1.8 | 1.6 | -0.3 | 7
CCOC(=O)c1cc(-c2ccco2)nc2c1c(C)nn2CCC#N | -1 | 1 | 7 | 6 | 5 | -12 | -1.7 | . | i | 9
CN1C(=O)/C(=C/C=C2\SCCN2C)OC1=S | 3 | -4 | 2 | 2 | 10 | 17 | -1.0 | 1.8 | -0.3 | -93
CCOC(=O)C1(CCOc2ccccc2)CCN(Cc2nccn2CC)CC1 | 0 | 1 | -1 | -4 | 1 | 4 | -0.8 | 2.5 | -0.3 | 13
COCC(=O)Nc1ccc([N+](=O)[O-])cc1C | 0 | 4 | -4 | 8 | -12 | -10 | -0.7 | . | i | -1
Cn1c(N)cc(=O)[nH]c1=S | -6 | . | 7 | . | -8 | . | -0.9 | 1.1 | i | -2
C=C(C)c1cccc(C(C)(C)NC(=O)Nc2ccc(C)cn2)c1 | 2 | 3 | 17 | -4 | 0 | 22 | 8.2 | 1.3 | i | -9
CC(Cc1cccnc1)NC(=O)CCc1nnc(-c2ccccc2)o1 (centres undefined) | -8 | -2 | -8 | -4 | 3 | 22 | -0.5 | 0.3 | -0.3 | 11
Cc1ccc(NCN2C(=O)C3CC=CCC3C2=O)cc1 (centres undefined) | -4 | -4 | 14 | 2 | -1 | 18 | -2.8 | . | -0.4 | 5
CCOC(=O)C1(Cc2ccccc2)C(=O)Nc2ccccc21 (centres undefined) | 1 | . | 1 | 0 | -4 | . | -1.5 | 1.2 | -0.4 | 10
Cc1cc2ncn(/N=C/c3cccnc3)c2cc1C | -3 | 0 | -2 | 1 | . | 19 | -0.8 | . | i | -3
c1ccc(-c2nc(N3CCOCC3)s[n+]2-c2ccccc2)cc1 | -1 | 1 | 2 | -14 | -5 | 12 | -0.1 | . | -0.1 | -4
O=c1[nH]c2ccccc2n2c(=S)[nH]nc12 | -8 | 9 | 10 | 5 | -5 | 6 | 0.3 | 8.4 | i | -5
O=C(COC(=O)C1CCN(S(=O)(=O)c2cccc3cccnc23)CC1)c1ccccc1 | 0 | -1 | 33 | -1 | 0 | 7 | -0.2 | 0.9 | -0.3 | -1
CCOc1ccc(N2CC(C(=O)Nc3ccc(S(=O)(=O)N4CCOCC4)cc3)CC2=O)cc1 (centres undefined) | 1 | 2 | 28 | 2 | -17 | 7 | ? | . | 1.3 | 8
CC(C)OC(=O)CCCNc1ccc([N+](=O)[O-])cc1[N+](=O)[O-] | 3 | 4 | -4 | 2 | 8 | 64 | 0.2 | 0.9 | -0.4 | 2
COc1ccccc1NC(=O)CCSc1nc(C)cs1 | 2 | 0 | -3 | 2 | -18 | -8 | -0.3 | 1.8 | 13 | 4
Oc1ccc(/C=N/NC(=S)Nc2cccnc2)c(O)c1O | -6 | -1 | -13 | . | . | 26 | 0.4 | -1.9 | -0.4 | 60*
COc1ccc(CN2CCNC(=O)C2CC(=O)NCCC2=CCCCC2)c(F)c1 (centres undefined) | -2 | 1 | 22 | 8 | -12 | -11 | 2.3 | 1.7 | i | -8
Continued.
SMILES | Anthrax LF inh2 | 3CLpro inhibitor | Y pestis TopoI | Rv3671c protease | PriA SSB inh | DUSP3 inh | PfHsp40 yeast | TcdB GH inh | Vc quorum ag | MazEF act
Nc1cc2c(cc1C(=O)c1cccc(Br)c1)OCCO2 | -1 | 3 | -1 | -3 | 29 | 17 | 0.1 | . | i | -3
CCOC(=O)C1=C(COC(=O)/C=C/c2cccc(Br)c2)NC(=O)NC1C (centres undefined) | -3 | . | 19 | -2 | -2 | . | -0.5 | -2.1 | i | 6
CC(=O)c1ccc(NC(=O)COC(=O)C2CCN(S(=O)(=O)c3cccs3)CC2)cc1 | 2 | . | -17 | . | -7 | . | 1.1 | 0.4 | 1.2 | -4
Cc1nc(-c2ccccn2)sc1C(=O)Nc1ccc(F)cc1 | -3 | 2 | -2 | -6 | -3 | -2 | -1.3 | . | -6.0 | -6
Cc1oc(/N=C/c2cccc3ccccc23)c(C#N)c1C | -1 | 2 | 1 | -5 | . | 0 | 0.2 | 0.1 | 0.2 | 3
COc1ccc(Nc2nc3[nH]c(=O)cc(O)c3s2)cc1 | -7 | 3 | -6 | 3 | 6 | -7 | -0.5 | -1.8 | i | 15
CCOC(=O)c1[nH]c2ccc(F)cc2c1NC(=O)c1cc(OC)c(OC)c(OC)c1 | -2 | 3 | 12 | -4 | -10 | -22 | 3.7 | . | 7.4 | 1
CNC(=O)OCN1C(=O)C2CC=CCC2C1=O (centres undefined) | 2 | . | 0 | . | 0 | . | -1.6 | -8.9 | -1.0 | 2
O=C(NCc1ccc2c(c1)OCO2)C(=O)NCC1OCCCN1S(=O)(=O)c1ccc(F)cc1 (centres undefined) | -1 | 3 | 4 | -3 | -15 | 29 | 0.0 | 1.1 | -0.5 | 0
Cc1cc2cc(CNC(=O)C(C)Oc3ccccc3)ccc2n1C (centres undefined) | -10 | -8 | -1 | 15 | -2 | 14 | 1.2 | -0.7 | -3.1 | -1
CCNC(=O)NC(=O)C(C)Sc1ncc(C(F)(F)F)cc1Cl (centres undefined) | -1 | 2 | 0 | 0 | -14 | 18 | -0.5 | 0.9 | i | 1
CC(C)CN(CC(C)C)S(=O)(=O)N1CCC(C(=O)N2CCc3ccccc3C2)CC1 | -2 | -3 | 9 | -2 | 2 | -11 | 1.3 | . | -0.2 | -9
O=C(NNC(=O)c1cc2ccccc2oc1=O)c1ccccc1[N+](=O)[O-] | 1 | 4 | -2 | 2 | -10 | 32 | -1.1 | -6.6 | 0.4 | 4
Cc1ccc(NC(=O)CCNS(=O)(=O)c2ccc3[nH]c(=O)oc3c2)cc1C | -1 | 5 | 3 | -5 | 1 | -13 | -0.1 | 3.3 | -0.3 | -3
Cc1ccc(C(=O)Cc2ccccc2)c(O)c1 | -8 | . | -2 | . | -35 | . | -1.9 | 0.7 | -5.9 | 4
Cc1cc(C(=O)COC(=O)Cn2c(C(F)(F)F)nc3ccccc32)c(C)n1Cc1ccco1 | -6 | 1 | 23 | 1 | -2 | -1 | 0.3 | . | -3.1 | 1
O=C(CNC(=O)c1ccc(Br)cc1)N/N=C/c1cccnc1 | 1 | 6 | -10 | -1 | . | -2 | -1.4 | 0.0 | i | -15
C=C1CCN([C@@H](Cc2ccccc2)C(=O)NC2CCN(Cc3ccccc3)CC2)S(=O)(=O)c2ccccc21 | -2 | . | 8 | -2 | 9 | . | 0.3 | -0.2 | i | 11
Cc1ccc(OCC(O)CNC2CCCC2)cc1C (centres undefined) | 3 | -3 | -7 | 0 | -4 | -24 | -0.4 | 1.3 | -0.4 | 18
CN(Cc1ccccc1)C(=O)c1ccccc1-c1ccccc1 | -8 | 2 | 8 | -2 | -11 | 33 | 0.5 | 0.9 | -0.2 | 3
NC(=O)NC(=O)COC(=O)[C@H](Cc1ccccc1)NC(=O)c1cccs1 | 5 | 3 | 2 | 2 | -1 | 6 | 0.5 | 1.2 | -0.5 | 3
Cc1ccc(C)c(-c2nc3ccc(N)cc3[nH]2)c1 | -9 | 6 | -8 | -17 | 13 | 10 | -0.5 | . | 3.2 | 2
CC(/C=C(\NC(=O)c1ccccc1)C(=O)N=Nc1c(O)[nH]c2ccc(C)cc12)=C\c1ccccc1 | -1 | 0 | 21 | 8 | 7 | -21 | -0.3 | . | 0.3 | 16
O=C(NCCc1nc(-c2ccc(F)cc2)no1)c1ccc(F)cc1 | 0 | . | 1 | 3 | -6 | . | -3.1 | -0.2 | -0.5 | 1
Cc1ccc(-c2n[nH]c3c2C(c2ccccc2)N(c2ccc(C(=O)O)cc2)C3=O)cc1 (centres undefined) | -2 | 1 | -2 | -5 | 8 | 10 | 0.2 | -0.6 | i | -8
(list continues)
SMILES | Anthrax LF inh2 | 3CLpro inhibitor | Y pestis TopoI | Rv3671c protease | PriA SSB inh | DUSP3 inh | PfHsp40 yeast | TcdB GH inh | Vc quorum ag | MazEF act
O=C(NCCC(=O)N1CCN(c2ncccn2)CC1)c1ccccc1 | -3 | -5 | 2 | -4 | -15 | 18 | -1.5 | . | -0.2 | 4
CCOC(=O)CSC1=C(C#N)C(c2ccc(C)cc2)C2=C(CCCC2=O)N1 (centres undefined) | -3 | -3 | 16 | -6 | -10 | 29 | -0.2 | . | i | 2
CCOc1ccccc1C(=O)NC(C)CCc1ccccc1 (centres undefined) | -6 | . | 31 | 0 | -9 | . | . | 0.5 | -0.8 | 7
CC(=NCC1CCCO1)c1c(O)n(-c2ccccc2)c(=O)[nH]c1=O (centres undefined) | . | -4 | -1 | 3 | -8 | 16 | -1.0 | . | -8.3 | -1
COc1cccc(C(=O)NCC(=O)N/N=C/c2ccc(OC(=O)c3cccs3)c(OC)c2)c1 | -4 | 1 | 0 | -11 | . | -8 | 0.8 | 0.9 | -0.2 | -9
c1coc(-c2nn3c(-c4ccco4)nnc3s2)c1 | . | 6 | 10 | -8 | -7&-2 | 14 | -0.3 | . | -0.3 | 6
N#C/C(=C\c1ccc[nH]1)Sc1nc2ccccc2s1 | -2 | 3 | 0 | -2 | 13 | 0 | 7.9 | . | i | 0

Compound activity as filed in PubChem.
